Source: PubChem
K1F lysis inhibition: inhibition of K1F phage lysis, E. coli UTI89, bacterial capsule biogenesis inhibitors, alamar blue (AID 488966); E. coli UTI89 K1F phage lysis, alamar blue, 2 h; higher % means a stronger effect; one-dose inhibition, % at 100 µM; IC50 in µM for titrated hits; actives 0.02% (n = 340,000);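 active = phage lysis inhibition, versus mean bacterial control, above a set limit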;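 note: capsule biogenesis inhibitors block K1F phage lysis so surviving cells raise fluorescence; higher fluorescence means more inhibition of phage lysis; actives were called in the ten point dose series up to 300 µM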
GPR35 arrestin U2OS: GPR35 antagonists blocking zaprinast-driven arrestin recruitment, primary screen, imaging, U2OS, beta-arrestin-GFP, zaprinast agonist (AID 2058); U2OS GPR35 beta-arrestin-GFP translocation imaging, zaprinast antagonism; higher % means a stronger effect; inhibition, % at 10 µM; hits with a dose series show IC50 in µM; actives 0.052% (n = 290,000);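 active = inhibition of at least 50% with at least 30 cells and total cytoplasm GFP at most 10,000,000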
NS5 inhibitors: Dengue-2 NS5 methyltransferase inhibitors, primary screen, biochemical, confirmation dose response (AID 588689); actives 0.3% (n = 340,000); Genome polyprotein (Dengue virus type 2 (strain 16681-PDK53)); inhibition, % at 25 µM, or IC50 in µM where a hit was titrated; Dengue-2 NS5 methyltransferase capping enzyme assay, biochemical; higher % means a stronger effect; in the data active = a potency from the dose series
Large T inhibition: SV40 large T antigen inhibitors, biochemical (AID 1903). SV40 large T antigen ATPase/helicase inhibition assay; higher % means a stronger effect. one-dose inhibition, % at 20 µM; IC50 in µM for titrated hits. actives 0.39% (n = 310,000); in the data active = a potency from the dose series; note: strong numbers were not always called active
Salmonella PhoP GFP: inhibitors of PhoP regulon expression, primary screen, Salmonella Typhimurium, GFP reporter (AID 1863). S. Typhimurium PhoP-regulated promoter GFP reporter, 4 h; higher % means a stronger effect. inhibition, % at 50 µM; hits with a dose series show IC50 in µM. actives 0.16% (n = 300,000);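 active = inhibition over 29.93%, a cutoff 3 SD above the screen mean, later confirmed by dose response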;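 note: 0% = low Mg2+ inducing control and 100% = high Mg2+ repressing control; strong numbers were not always called active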
RSV antiviral HEp-2: RSV antiviral activity via CPE protection, HEp-2 cells, primary 10 µM value included (AID 2391); HEp-2 cells, RSV-induced CPE inhibition; higher % means a stronger effect; actives 0.13% (n = 310,000); CPE inhibition, % at 10 µM; hits with a dose series show IC50 in µM; in the data active = a potency from the dose series; note: strong numbers were not always called active
HIV fusion peptide: inhibitors of HIV fusion peptide binding, primary screen, biochemical, uHTS, fluorescence dequenching (AID 1986) | cell-free peptide binding, fluorescence dequenching, 30 min; higher % means a stronger effect | inhibition, % at 20 µM; hits with a dose series show IC50 in µM | actives 0.3% (n = 290,000); in the data active = inhibition mostly above about 52%, no sharp cut-off; inactive = mostly below about 76%; note: some results filed as inactive read as strong as hits
GPR55 LPI antagonism: GPR55 antagonists blocking LPI-driven arrestin recruitment, primary screen, imaging, U2OS, beta-arrestin-GFP, LPI agonist (AID 2013); G-protein coupled receptor 55 (Homo sapiens); U2OS GPR55 beta-arrestin-GFP translocation imaging, LPI antagonism; higher % means a stronger effect; inhibition, % at 10 µM, or IC50 in µM where a hit was titrated; actives 0.13% (n = 290,000);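 active = spots per cell inhibited over 60%, with over 100 cells counted and total cytoplasm intensity under 500,000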;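 note: U2OS cells stably carrying GPR55 and arrestin-GFP stimulated by 5 µM LPI near EC80; imaged beta-arrestin-GFP aggregate spots per cell after agonist stimulation; plate controls were LPI-stimulated DMSO wells for no effect and DMSO wells without LPI for full effect; some results filed as inactive read as strong as hits; confirmed hits need IC50 under 10 µM and bright autofluorescent wells are also inconclusive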
MgcRacGAP inhibition: MgcRacGAP GTPase-activating activity inhibitors, confirmation, biochemical, ADP Hunter fluorescence; Rac GTPase-activating protein 1 (Homo sapiens); actives 0.6% (n = 340,000); one-dose inhibition, % at 30 µM; IC50 in µM for titrated hits; AID 624330, 2012; MgcRacGAP-stimulated Rac1 GTP hydrolysis, ADP Hunter fluorescence; higher % means a stronger effect; GST-tagged Rac1 F28L mutant substrate;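 active = first-screen hits whose inhibition reached a set limit at any dose in the follow-up dose series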;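 note: fluorescence reports GDP produced by GAP-driven GTP hydrolysis; strong numbers were not always called active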
NS5 inhibitors pilot replicate: further read-out of NS5 inhibitors, marked with its call; inhibition, %; measured here: pilot screen replicate inhibition
An asterisk follows results filed as active; nt = not tested or not shown; [ ] = remark or other dose.

SMILES | K1F lysis inhibition | GPR35 arrestin U2OS | NS5 inhibitors | Large T inhibition | Salmonella PhoP GFP | RSV antiviral HEp-2 | HIV fusion peptide | GPR55 LPI antagonism | MgcRacGAP inhibition | others
CC1CC(C)(C)NC(=S)N1CCC(=O)NCc1ccc(Cl)cc1 (centres undefined) | 1.0% | -5.0% | -6.0% | 6.1% | 4.3% | 1.3% | 0.9% | 6.9% | -3.0%
Cc1cccc(NS(=O)(=O)c2cccc3nsnc23)c1 | 0.4% | -3.4% | -1.4% | 3.7% | 15.9% | -1.0% | 0.7% | -0.6% | 6.7%
O=c1[nH]c2cc3c(cc2cc1CN(Cc1ccccc1)Cc1nnnn1Cc1ccco1)OCCO3 | -0.5% | 4.9% | -29.8% | 24.2% | -3.9% | nt | 0.5% | -5.5% | 13.0%
COc1cc2[nH]c(=O)n(Cc3ccc(C(=O)N4CCC(N5CCCCC5)CC4)cc3)c(=O)c2cc1OC | 0.1% | -7.5% | -6.9% | nt | nt | 0.0% | 0.2% | -2.0% | 6.5%
COc1ccccc1OCCNC(=O)C(CCSC)NC(=O)c1ccccc1Cl (centres undefined) | 0.7%[50 µM] | nt | 1.4% | -2.1% | 1.6% | 0.2% | nt | nt | 4.3%
CC(=O)Nc1ccc(S(=O)(=O)N2CCC3(CC2)CC(=O)c2ccccc2O3)cc1 | 0.1%[50 µM] | nt | 4.4% | 14.2% | 4.2% | 1.6% | nt | nt | 4.1%
COCCNC(=O)C1c2ccccc2C(=O)N(CCOC)C1c1ccc(F)cc1 (centres undefined) | 0.8% | -3.7% | -1.6% | 21.7% | -12.5% | 1.2% | 2.5% | -16.3% | 7.8%
O=C(CN1CCCCCC1)Nc1ccc(F)c(F)c1 | 0.1% | 13.3% | -2.1% | 21.2% | 6.7% | 0.9% | -1.9% | 2.8% | 31.0%
O=C(O)c1ccc(N2CCCCCC2)c(N2C(=O)c3ccccc3C2=O)c1 | 0.7% | -3.0% | 11.5% | 8.2% | 1.2% | 1.4% | 3.6% | -9.3% | 10.7%
Cn1c(N)c(C(=O)COC(=O)CC(NC(=O)c2ccccc2Cl)c2ccccc2)c(=O)n(C)c1=O (centres undefined) | -0.7% | -17.4% | -5.9% | 45.4% | 0.5% | -0.1% | -0.8% | 10.6% | 4.0%
CN(CCOc1ccccc1)CC(=O)Nc1cccc(C#N)c1 | 0.5% | 22.0% | -7.1% | 5.7% | 2.9% | 1.0% | 1.3% | -11.2% | 3.1%
CN(CCc1ccccn1)Cc1ccc(Cl)c(Cl)c1 | -1.7% | 10.8% | 0.4% | -1.0% | 8.3% | -0.4% | 0.8% | 0.6% | 27.1%
Cc1cc(Br)ccc1NC(=O)CN(C)C(=O)CNC(=O)Cc1ccccc1 | 0.4%[50 µM] | nt | -1.9% | nt | nt | 1.9% | nt | nt | 0.0%
O=C(Nc1ncnc2sc3c(c12)CCC3)c1ccco1 | 3.5% | 10.3% | 0.0% | 0.1% | -2.4% | 2.8% | -2.7% | 9.0% | 2.9%
CSc1ccc(CNc2ccccc2)cc1 | 1.8%[50 µM] | -8.7% | nt | 1.1% | 1.8% | 1.7% | -3.1% | 2.2% | nt
Cc1nc2ccc(N=NN(C)C)cc2[nH]1 | 0.7% | 4.2% | -30.9% | >100µM* | -7.2% | 4.4% | -0.8% | -4.9% | 22.6%
Cc1cc(C)cc(NC(=O)CSc2nccn2Cc2ccco2)c1 | -0.2% | -0.5% | -5.8% | 5.1% | -3.8% | 1.3% | -3.4% | -8.8% | 6.8%
O=C(O)c1ccccc1C(=O)N1CC=C(c2ccccc2)CC1 | -0.8% | -10.4% | -3.5% | 6.3% | 1.6% | nt | 1.7% | 36.1% | 8.4%
Cc1ccc(S(=O)(=O)Nc2ccc(C(=O)N3CCCC3)cc2)c(C)c1NS(C)(=O)=O | -0.1% | -9.0% | -1.8% | 3.6% | 0.6% | 0.6% | 0.3% | 2.7% | 3.0%
CN(CC(=O)Nc1ccc(Cl)cc1)c1ccc(S(=O)(=O)N2CCCCC2)cc1[N+](=O)[O-] | 3.5% | -10.0% | -5.9% | 20.9% | -4.7% | 16.4% | 2.9% | 20.1% | 8.0%
O=C(N/N=C/C(Br)=C\c1ccccc1)c1n[nH]c2c1CCC2 | -7.3% | -2.0% | 0.0% | 9.0% | -6.7% | 4.0% | 14.2% | -26.2% | 3.1%
O=C(O)c1cc(-c2ccc(N3CCOCC3)cc2)nn1-c1ccc(F)cc1F | 0.2% | 10.0% | 11.8% | 21.7% | -14.5% | 0.8% | 1.9% | 2.1% | 4.4%
O=C(CN1CCC(NC(=O)c2ccccc2)CC1)NCc1ccccc1F | 10.9% | -7.2% | -5.5% | 3.1% | 0.1% | -0.8% | -1.7% | 9.5% | -2.7%
COC(=O)c1cn(NC(=O)/C=C/c2cccc(OC)c2OC)c(=O)c2ccccc12 | nt | 5.7% | nt | 9.1% | 7.1% | 2.3% | 0.0% | -5.0% | nt
CC(C)c1ccc(NC2CCCN(C(=O)c3ccsc3)C2)cc1 (centres undefined) | -0.2% | 11.6% | -4.9% | 7.3% | -2.5% | 9.8% | 0.7% | 6.0% | -4.1%

Reprinted from the part before: two compounds; new compounds follow.
SMILES | K1F lysis inhibition | GPR35 arrestin U2OS | NS5 inhibitors | Large T inhibition | Salmonella PhoP GFP | RSV antiviral HEp-2 | HIV fusion peptide | GPR55 LPI antagonism | MgcRacGAP inhibition | others
COC(=O)c1cn(NC(=O)/C=C/c2cccc(OC)c2OC)c(=O)c2ccccc12 | nt | 5.7% | nt | 9.1% | 7.1% | 2.3% | 0.0% | -5.0% | nt
CC(C)c1ccc(NC2CCCN(C(=O)c3ccsc3)C2)cc1 (centres undefined) | -0.2% | 11.6% | -4.9% | 7.3% | -2.5% | 9.8% | 0.7% | 6.0% | -4.1%
O=c1cc(C(F)(F)F)nc(SCc2cccc3ccccc23)[nH]1 | -0.1% | 17.4% | 20.2% | 9.3% | 1.0% | 7.7% | 46.4% | 11.3% | -1.9%
CCc1cccc(NC(=O)Cn2c(-c3ccccc3)cc(C(C)=O)c2C)c1 | 1.1% | 4.5% | -4.4% | 5.8% | 13.3% | 0.4% | 1.8% | 15.7% | 8.7%
COCCCNC(=O)Cc1c(C)c2cc3c(cc2oc1=O)OC(C)(C)CC3 | -0.2% | -11.1% | -2.6% | 0.2% | 25.0% | 3.3% | 0.2% | 4.4% | 8.6%
CC(C)c1cccc(C(C)C)c1NC(=O)Cn1c(=O)cnc2ccccc21 | 0.2% | 1.3% | -5.4% | 8.9% | 7.4% | 4.6% | -1.5% | 6.0% | 5.0%
c1ccc2nc3[nH]cnc3nc2c1 | 0.8% | 4.3% | 1.4% | 5.0% | 10.0% | 1.1% | -1.4% | 3.3% | 9.9%
O=C(NC1CCCCCCC1)c1ccccc1-c1ccccc1 | 2.9%[50 µM] | -1.9% | -3.9% | -1.2% | 4.0% | 1.0% | 1.8% | -7.7% | 7.6%
CC(NC(=S)Nc1ccccc1Cl)C(c1cccs1)N1CCCC1 (centres undefined) | 0.6% | -1.1% | 5.4% | 21.0% | 15.5% | 0.2% | -2.8% | 20.2% | 5.0%
CN1CCN(CCN2CCn3c2nc2ccccc23)CC1 | 0.0% | 1.9% | -7.5% | 9.6% | 5.6% | 0.1% | -2.6% | 8.2% | 6.9%
COc1ccccc1NC(=O)CSc1nnc(CC(=O)Nc2cccc(C(F)(F)F)c2)n1C | 0.1% | -1.1% | -1.4% | 0.5% | -7.2% | 2.0% | 1.5% | 8.2% | 7.0% | NS5 inhibitors pilot replicate=-0.3
CS(=O)(=O)N(CC(=O)N1CCCCC1)Cc1ccccc1 | -1.5% | 15.3% | 6.9% | 8.6% | 1.4% | -1.4% | 0.5% | 8.8% | 8.6%
Cn1c(SCC(=O)N2CCN(c3ccccc3)CC2)nnc1-c1cc2ccccc2o1 | 2.7% | -0.8% | 0.0% | 4.2% | -8.5% | -0.4% | 3.7% | 2.5% | 8.5%
COc1ccc(NC(=S)Nc2ccc(OCc3ccccc3)cc2)cc1OC | -0.1% | -7.6% | -3.9% | 33.0% | -6.1% | -1.7% | 0.9% | -2.7% | 24.9%
CCOC(=O)c1c(C)[nH]c(C(=O)CSc2nnc(CC(C)c3ccccc3)o2)c1C (centres undefined) | 1.1% | 6.5% | -3.2% | 3.3% | 7.8% | 3.0% | 0.1% | 10.4% | 5.0%
C=CCNC(=O)c1cc(Cl)cc(Cl)c1 | 1.0% | 9.5% | 0.0% | 6.8% | -11.4% | 0.1% | 0.7% | -9.2% | 2.1%
CCN1CCN(C(=S)NC(CC(=O)c2ccccc2)c2ccccc2)CC1 (centres undefined) | 1.6% | 3.7% | 5.4% | 8.3% | -13.8% | -0.4% | -0.1% | 6.0% | 10.5%
O=C(CCN1C(=O)C2CC=CCC2C1=O)Nc1ccccc1Cl (centres undefined) | 4.1%[50 µM] | 9.5% | 3.9% | 11.1% | -1.1% | 1.0% | -1.2% | 16.3% | 4.0%
CCCNC(=O)Cn1cnc2sc(C(=O)N3CCN(Cc4ccc5c(c4)OCO5)CC3)c(C)c2c1=O | 0.0% | -7.0% | -7.2% | 5.7% | 11.1% | 0.6% | -3.6% | 21.8% | 5.8%
Cc1cc(C)c(C(=O)N2CCCC(Nc3ccc(F)cc3)C2)o1 (centres undefined) | 0.1% | -4.4% | 0.0% | 1.2% | 5.1% | 2.2% | -1.6% | 0.7% | 1.8%
CCC(=O)N1CCc2cc(S(=O)(=O)CCC(=O)N3CCN(c4ccc(Cl)cc4)CC3)ccc21 | 0.3% | 13.0% | -4.4% | 4.1% | 2.6% | 6.7% | -2.3% | 5.5% | 12.4%
Cc1cc(C)c(S(=O)(=O)Nc2nnc(CC(C)C)s2)c(C)c1 | -2.9% | 6.4% | 0.4% | 8.9% | -5.2% | 4.3% | 8.4% | -4.0% | -5.4%
C/C(CCN1CCc2nc(-c3ccccc3)c(-c3ccccc3)cc2C1)=N\OC[C@@H](C)[C@H](OCc1ccccc1)C(C)C | nt | -1.6% | nt | 4.5% | 0.9% | 6.8% | 5.6% | 13.6% | nt
CC1Cc2ccccc2N1C(=O)/C=C/c1cccc(F)c1 (centres undefined) | 0.4% | -10.1% | -3.0% | 9.8% | -0.8% | 8.2% | -0.1% | -0.9% | -0.3%
COc1ccc(S(=O)(=O)NCC2CCCN(Cc3ccc(O)cc3)C2)cc1 (centres undefined) | -0.1% | -7.2% | -11.9% | 9.5% | -4.2% | 0.5% | -0.5% | -1.2% | 2.3%
CCCCCCOC(=O)c1ccccc1NC(=O)/C=C/C(=O)O | -0.7% | -4.8% | 7.3% | -0.6% | 1.5% | 0.1% | -0.4% | -7.4% | 6.7%
